Assay outcomes deposited in PubChem by Southern Research Specialized Biocontainment Screening Center.
Salmonella PhoP GFP = PhoP regulon inhibitors, Salmonella typhi PhoP promoter GFP reporter, confirmatory (AID 1850); Salmonella Typhi PhoP-promoter GFP reporter, fluorescence, 4 h; higher % means a stronger effect; inhibition, % at 50 µM; hits with a dose series show IC50 in µM; 0.33% of 310,000 active; in the data active means a potency from the dose series; inconclusive means inhibition mostly from about 25% at the one dose, without a potency; inactive means the rest, 99 in 100 with inhibition below about 19%;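 further: 0% = induced wells with vehicle and 100% = uninduced wells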
tuberculosis growth = growth inhibition of non-replicating M. tuberculosis (AID 488890) | one-dose inhibition, % at 25 µM; IC50 in µM for titrated hits | 0.39% of 320,000 active | Mycobacterium tuberculosis non-replicating, growth inhibition; higher % means a stronger effect; in the data active means a potency from the dose series; inconclusive means inhibition mostly from about 82% at the one dose, without a potency; inactive means the rest, 99 in 100 with inhibition below about 76%;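 further: plate controls were DMSO cells for no effect and high antibiotic wells for full effect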
influenza NS1A = H1N1 influenza NS1A inhibitors, functional cell based assay (AID 504329); NS1A functional cell-based assay, percent inhibition; higher % means a stronger effect; one-dose inhibition, % at 12.5 µM; IC50 in µM for titrated hits; 0.3% of 340,000 active; in the data active means a potency from the dose series; inconclusive means inhibition above about 27% without an active follow-up result; further: strong numbers were not always called active
VEEV TC-83 Vero = inhibitors of VEEV TC-83 cytopathic effect, confirmation, Vero cells (AID 588727); Vero cells, VEEV TC-83 cytopathic effect inhibition; higher % means a stronger effect; 0.13% of 350,000 active; inhibition, % at 20 µM; hits with a dose series show IC50 in µM; in the data active means a potency from the dose series; inconclusive means inhibition mostly from about 14% at the one dose, without a potency; inactive means the rest, 99 in 100 with inhibition below about 12%; further: strong numbers were not always called active
M. tuberculosis HTS = M. tuberculosis growth inhibition, HTS (AID 449762); M. tuberculosis H37Rv growth inhibition, 7H9 media; higher % means a stronger effect; one-dose inhibition, % at 25 µM; IC50 in µM for titrated hits; 0.59% of 330,000 active; in the data active means a potency from the dose series; inconclusive means inhibition above about 70% without an active follow-up result;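 further: bacterial growth assessed after seven days of incubation; strong numbers were not always called active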
VEEV TC-83 Vero 10K pilot screen = further read-out of VEEV TC-83 Vero, marked with its call; inhibition, %; measured here: 10K pilot screen inhibition
* marks the source's active call; other numbers are inactive results; i = inactive; ? = inconclusive; . = no result given; & = joins results of further samples.

SMILES	Salmonella PhoP GFP	tuberculosis growth	influenza NS1A	VEEV TC-83 Vero	M. tuberculosis HTS	others
CCc1c(C)nc(SC)n(CC#N)c1=O	-3%	-11%	0%	0.7%	3%
COC(=O)C1=C(Nc2ccccc2NC(=O)CCCC(=O)O)CSC1	9%	-8%	.	i	-8%
CCOC(=O)c1c(C)[nH]c(C2=NNC(=Nc3ccccc3OC)SC2)c1C	-20%	-4%	0%	4.4%	4%
CCCc1ccc(S(=O)(=O)N/N=C\c2ccc3c(c2)OCO3)cc1	-2%	8%	-10%	0.3%	6%
CC(=O)NC(CC(=O)OCC(=O)c1ccc(NC(=O)CC(C)C)cc1)c1ccccc1 (centres undefined)	.	11%	1%	0.4%	-2%
O=C(O)CC1NCCc2ccccc21 (centres undefined)	18%	-4%	-7%	0.1%	11%
CN(C)/C=C(\C=[N+](C)C)c1[nH]ncc1[N+](=O)[O-]	4%	-11%	10%	3.2%	0%
Cc1ccc(S(=O)(=O)Nc2ccnc(-c3cccnc3)n2)cc1	-18%	5%	7%	1.1%	-9%	VEEV TC-83 Vero 10K pilot screen=1.6
CCn1c(SCC(=O)Nc2ccc3c(c2)c2ccccc2n3CC)nnc1-c1cnccn1	1%	65%	4%	i	?
Cc1ccc(N(C(=O)C2CCCO2)C2C=CS(=O)(=O)C2)cc1Cl (centres undefined)	-7%	1%	-3%	0.6%	-3%
CCCCn1c(CN2CCN(c3ccccc3)CC2)nc2c1c(=O)n(C)c(=O)n2C	0%	28%	6%	0.1%	-3%
CC(C(=O)O)n1cc(C#N)c(=O)[nH]c1=O (centres undefined)	.	.	-24%	5.8%	.
CC(NC(=O)c1cccc(S(=O)(=O)N2CCN(Cc3ccccc3)CC2)c1)c1ccc(Cl)cc1 (centres undefined)	.	.	-3%	3.3%	.
CCOC(=O)c1cncn1C(C)c1ccccc1 (centres undefined)	-9%	-12%	-4%	1.6%	-3%
CCOc1ccc(C(=O)NCc2ccco2)cc1OCC	-5%	7%	-7%	i	0%
CCOC(=O)c1c(NC(=O)Nc2cccc(Cl)c2)sc(C)c1C	-4%	-4%	3%	1.0%	-6%
CCOC(=O)C1=C(N)OC(C)=C(C(=O)OCCOC)C12C(=O)Nc1ccccc12 (centres undefined)	-11%	-5%	8%	0.3%	-5%
Nc1c(C(=O)NCc2ccco2)sc2nc3c(cc12)C(=O)CCC3	9%	5%	4%	i	7%
CCOc1ccc(-c2c(C(=O)N/N=C/C3CC=CCC3)nnn2-c2nonc2N)cc1 (centres undefined)	-4%	6%	-3%	0.9%	-4%
O=C(Nc1ccc2c(c1)OCO2)c1ccc[n+]([O-])c1	0%	5%	11%	1.6%	-1%
FC(F)(F)c1ccc(/C=N/NC(=S)NC2CCCCC2)cc1	8%	20%	-8%	1.7%	0%
COc1ccc(-c2nn(-c3ccccc3)cc2/C=C\C(=O)Nc2ccc(C(=O)O)cc2)cc1	-2%	53%	.	9.6%	?
Cc1ccc(C)c(C(=O)COC(=O)CNS(=O)(=O)c2ccccc2)c1	3%	19%	-9%	0.5%	5%
CC(C)(CN1CCCCC1)NS(=O)(=O)c1ccc(Cl)cc1	-6%	11%	2%	1.6%	-6%	VEEV TC-83 Vero 10K pilot screen=0.0
COc1cc(CN2CCN(Cc3ccc(C(F)(F)F)cc3)CC2)cc(OC)c1OC	-3%	11%	-2%	i	2%
Oc1ccc(Cl)cc1CNc1cnc2ccccc2c1	-9%	66%	16%	1.2%	?
CSc1ccccc1C(=O)N1CCN(c2ncccn2)CC1	0%	4%	-3%	0.5%	0%
Cc1ccc(OCC(=O)N/N=C/c2cccnc2)cc1	4%	38%	-13%	2.1%	6%
Cc1c(C(=O)C(=O)NCc2ccco2)c2ccccc2n1C	-10%	2%	10%	1.4%	12%
COC(=O)C1CC2=C(CCCC2=O)N(Cc2ccccc2)C1=O (centres undefined)	.	.	-10%	i	.

Among those listed so far, five contain a Cl atom:
SMILES	Salmonella PhoP GFP	tuberculosis growth	influenza NS1A	VEEV TC-83 Vero	M. tuberculosis HTS	others
Cc1ccc(N(C(=O)C2CCCO2)C2C=CS(=O)(=O)C2)cc1Cl (centres undefined)	-7%	1%	-3%	0.6%	-3%
CC(NC(=O)c1cccc(S(=O)(=O)N2CCN(Cc3ccccc3)CC2)c1)c1ccc(Cl)cc1 (centres undefined)	.	.	-3%	3.3%	.
CCOC(=O)c1c(NC(=O)Nc2cccc(Cl)c2)sc(C)c1C	-4%	-4%	3%	1.0%	-6%
CC(C)(CN1CCCCC1)NS(=O)(=O)c1ccc(Cl)cc1	-6%	11%	2%	1.6%	-6%	VEEV TC-83 Vero 10K pilot screen=0.0
Oc1ccc(Cl)cc1CNc1cnc2ccccc2c1	-9%	66%	16%	1.2%	?

Structural class: the entries above containing an aryl thioether with sulfur outside any ring.
SMILES	Salmonella PhoP GFP	tuberculosis growth	influenza NS1A	VEEV TC-83 Vero	M. tuberculosis HTS	others
CCc1c(C)nc(SC)n(CC#N)c1=O	-3%	-11%	0%	0.7%	3%
CCn1c(SCC(=O)Nc2ccc3c(c2)c2ccccc2n3CC)nnc1-c1cnccn1	1%	65%	4%	i	?
CSc1ccccc1C(=O)N1CCN(c2ncccn2)CC1	0%	4%	-3%	0.5%	0%

(listing goes on)
SMILES	Salmonella PhoP GFP	tuberculosis growth	influenza NS1A	VEEV TC-83 Vero	M. tuberculosis HTS	others
COc1cccc(C(=O)NCc2ccc3c(c2)OCO3)c1OC	9%	0%	-3%	i	-4%
COc1ccc2c(c1)NC(c1cc(Cl)cc(Cl)c1O)c1cccn1-2 (centres undefined)	.	.	-17%	1.6%	.
CCc1nnc(SCC(=O)N2CCCC(N3CCN(c4ccccc4C)CC3)C2)o1 (centres undefined)	-3%	8%	4%	1.7%	6%
Cc1c(Br)c(O)c(Br)c2sc(=O)oc12	-18%	?	-1%	1.5%	-3%
Cc1ccc(Cl)cc1N(CC(=O)Nc1cccc(N(C)S(C)(=O)=O)c1)S(C)(=O)=O	2%	0%	-11%	5.8%	-1%
CC(=O)Nc1ccc(S(=O)(=O)Nc2ccc(Nc3ccccc3)cc2)cc1	-1%	2%	-11%	0.8%	6%
CCC(C)NC(=O)CSc1ccc(Cl)cc1 (centres undefined)	-6%	.	3%	0.7%	-6%
COc1cc(CN2CCCC(C(=O)Nc3ccccc3Oc3cccnc3)C2)ccc1F (centres undefined)	-26%	23%	-2%	1.1%	1%
Cc1ccc2cc(C#N)c(NCCNC(=O)C3CCC3)nc2c1C	-11%	-7%	-5%	i	-10%
Cc1ccsc1C(=O)OCC(=O)NCCC1=CCCCC1	-5%	83%	-8%	1.7%	7%
CCOC(=O)N1CCC(N2C(=O)c3ccccc3C2Nc2ccc(S(=O)(=O)N(CC)CC)cc2)CC1 (centres undefined)	4%	38%	-6%	3.8%	4%
O=C(CCN1C(=O)/C(=C\c2cccs2)SC1=S)Nc1nccs1	1%	4%	32%	2.6%	-2%
C[C@@]12C(=O)N(Cc3ccco3)CC(=O)N1[C@H]1c3ccccc3OC[C@@H]1[C@@H]2c1ccccc1	.	23%	-19%	6.8%	-4%
O=c1[nH]c(SCc2cccc(F)c2)nc2c1CCCC2	-2%	26%	13%	i	6%
Cc1c(C#N)c2ccccc2n1CC(=O)N1CCc2ccccc2C1	-3%	-5%	-3%	0.2%	-5%
O=C(COc1ccc2ccc(=O)oc2c1)NCCCN1CCCC1=O	4%	20%	2%	3.5%	1%
O=S(=O)(c1ccccc1)c1cnn2c(C(F)(F)F)cc(-c3ccccc3)nc12	0%	-8%	2%	i	-14%
O=C(CC(=O)c1cccs1)c1ccncc1	.	.	-18%	0.2%	.
O=C1CCC(c2ccccc2)N1c1ccccc1 (centres undefined)	.	.	8%	6.4%	.
Cc1cc(C(=O)Nc2ccon2)ccc1[N+](=O)[O-]	9%	-16%	.	i	1%
CCC(C(=O)NCCN1CCOCC1)n1nc(C)n2c(cc3sccc32)c1=O (centres undefined)	1%	-7%	4%	1.6%	2%
O=C(O)c1cc(-c2ccccc2)n(-c2ccccc2)n1	-14%	11%	10%	1.1%	7%
CNC(=O)CSc1nc2ccccc2c(=O)n1CCc1ccccc1	11%	-10%	-2%	1.8%	-2%
COc1cc(/C=C/C(=O)N2CCc3ccccc3C2)cc(OC)c1OC	-6%	-1%	2%	i	50%
O=C1C2C3C=CC(C3)C2C(=O)N1CNc1ccccn1 (centres undefined)	-7%	0%	5%	0.1%	-4%
Cc1ccc2c(c1)[nH]c1c(=O)n(Cc3ccco3)cnc12	-1%	12%	22%	2.4%	2%
Cc1ccc(Cn2nnc3c(=O)[nH]c(C4CCN(S(=O)(=O)c5ccccc5)CC4)nc32)cc1	-4%&-13%	25%	0%	i	8%
CC1(C)CC(=O)C=C(NCC2CCCO2)C1 (centres undefined)	-4%	2%	-4%	0.1%	0%
ON/C=N/C(=S)Nc1ncc(C(F)(F)F)cc1Cl	3%	18%	1%	0.8%	11%
Cc1ccccc1Cn1c(C(=O)OC(C)C)cc2c1ccn2C	-2%	16%	1%	3.3%	1%
O=S(=O)(Nc1ccc(Cl)cn1)c1ccc(F)cc1	-11%	57%	-11%	i	-1%
CCOC(=O)Cn1c(=NC(=O)CSC(C)=O)sc2ccccc21	-2%	40%	-2%	2.3%	-6%	VEEV TC-83 Vero 10K pilot screen=1.5
Cn1c(CSCc2ccc(Cl)c(Cl)c2)n[nH]c1=S	7%	0%	2%	0.7%	-5%
COC(=O)Nc1ccc(S(=O)(=O)N2CCCc3cccc(O)c32)cc1	-8%	22%	-10%	5.2%	-4%
Cc1nn(-c2ccccc2)c(Oc2ccccc2)c1C=O	-7%	42%	5%	i	7%
O=C(Nc1cccnc1)c1ccc(-c2cc(Cl)ccc2Cl)o1	4%	-9%	4%	1.4%	-5%
O=C(CN(C(=O)CNS(=O)(=O)c1ccccc1)c1ccc2c(c1)OCCO2)NC1CCCCC1	6%	22%	2%	1.0%	-4%
Cc1nn(CCC(=O)NCCc2ccccc2Cl)c(=O)c2nn(-c3ccccc3)c(C)c12	8%	11%	-5%	0.6%	-4%
C=CCN1C(=O)c2ccc(C(=O)N(C)CC(=O)Nc3ccccc3C(F)(F)F)cc2C1=O	-5%	6%	-10%	3.0%	-5%
Cc1cccc(Cl)c1OCCCn1ccnc1	-4%	1%	-9%	0.0%	-2%
Nn1c(N2CCCCC2)nc2ccccc21	-2%	1%	2%	i	-7%
CCCc1nnc(SCC(=O)N2C(C)CCCC2C)n1CC1CCCO1 (centres undefined)	-6%	-5%	5%	0.6%	-7%
Cc1cc(F)ccc1S(=O)(=O)N1CCCOC1CNC(=O)C(=O)NCc1ccccn1 (centres undefined)	-10%	1%	-8%	0.6%	-16%
C=CCn1c(-c2ccc(OC)cc2)nc2nc3ccccc3nc21	3%	15%	-10%	0.7%	-3%
COc1ccc(S(=O)(=O)N2CCN(Cc3cc(OC)c(O)c(OC)c3)CC2)cc1	-3%	16%	-11%	0.3%	10%
CCOC(=O)CSc1nnc(CNC(=O)c2ccc(OC)cc2)n1-c1ccc(OC)cc1	-6%	34%	4%	i	-1%
CCOC(=O)C1CN(S(=O)(=O)c2cccs2)c2ccc(CC(=O)OC)cc2O1 (centres undefined)	-6%	9%	15%	1.3%	-22%
O=C1CSC(=Nc2cccc(C(=O)O)c2)N1	0%	11%	-7%	2.5%	7%
CCN(CC(=O)Nc1ccccc1C(F)(F)F)C(=O)c1ccccc1SCC(=O)N1CCCC1	0%	0%	7%	2.6%	5%
O=C(c1ccccc1)N1CCN=C1c1ccccc1	-11%	-4%	-5%	0.1%	-8%
CC(C)CCN(C)C1CCN(S(=O)(=O)c2cccc(C(F)(F)F)c2)CC1	9%	9%	9%	1.1%	-3%
O=C(Nc1nnc(-c2cccs2)s1)C1CC1	7%	10%	-5%	0.9%	-10%
COc1ccccc1C(CNC(=O)c1cccc(S(=O)(=O)Nc2ccc(F)cc2)c1)N1CCCC1 (centres undefined)	.	.	-1%	1.0%	.
COc1ccc(C(=O)NNC(=S)NC(=O)c2cc(-c3ccccc3)nc3ccccc23)cc1	2%	?	-3%	2.9%	38%
CC1CC(C)CN(C(=O)CCn2c(=O)oc3ccccc32)C1 (centres undefined)	-9%	-12%	-5%	2.5%	-6%
C=CCn1c(N2CCCC2)nc2c1c(=O)[nH]c(=O)n2C	9%	-4%	-6%	0.8%	4%
CCN(CC(=O)Nc1ccc(NC(C)=O)cc1)C(=O)CCCc1c[nH]c2ccccc12	.	5%	6%	3.3%	-2%
